Bioassay records: PubChem BioAssay, Southern Research Specialized Biocontainment Screening Center
H37Rv inhibition: M. tuberculosis growth inhibition, HTS (AID 449762); hit rate 0.59% among 330,000; inhibition, % at 25 µM; hits with a dose series show IC50 in µM; M. tuberculosis H37Rv growth inhibition, 7H9 media; higher % means a stronger effect; in the data active = a potency from the dose series; inconclusive = inhibition above about 70% without an active follow-up result;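 also: bacterial growth assessed after seven days of incubation; strong numbers were not always called active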
H1N1 NS1A inhibition: H1N1 influenza NS1A inhibitors, functional cell based assay (AID 504329). NS1A functional cell-based assay, percent inhibition; higher % means a stronger effect. inhibition, % at 12.5 µM, or IC50 in µM where a hit was titrated. hit rate 0.3% among 340,000; in the data active = a potency from the dose series; inconclusive = inhibition above about 27% without an active follow-up result; also: strong numbers were not always called active
PhoP GFP inhibition: PhoP regulon inhibitors, Salmonella typhi PhoP promoter GFP reporter, confirmatory (AID 1850); Salmonella Typhi PhoP-promoter GFP reporter, fluorescence, 4 h; higher % means a stronger effect; inhibition, % at 50 µM; hits with a dose series show IC50 in µM; hit rate 0.33% among 310,000; in the data active = a potency from the dose series; inconclusive = inhibition mostly from about 25% at the one dose, without a potency; inactive = the rest, 99 in 100 with inhibition below about 19%;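 also: 0% = induced wells with vehicle and 100% = uninduced wells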
VEEV TC-83 Vero: inhibitors of VEEV TC-83 cytopathic effect, confirmation, Vero cells (AID 588727); hit rate 0.13% among 350,000; inhibition, % at 20 µM; hits with a dose series show IC50 in µM; Vero cells, VEEV TC-83 cytopathic effect inhibition; higher % means a stronger effect; in the data active = a potency from the dose series; inconclusive = inhibition mostly from about 14% at the one dose, without a potency; inactive = the rest, 99 in 100 with inhibition below about 12%; also: strong numbers were not always called active
M. tuberculosis: growth inhibition of non-replicating M. tuberculosis (AID 488890); Mycobacterium tuberculosis non-replicating, growth inhibition; higher % means a stronger effect; inhibition, % at 25 µM; hits with a dose series show IC50 in µM; hit rate 0.39% among 320,000; in the data active = a potency from the dose series; inconclusive = inhibition mostly from about 82% at the one dose, without a potency; inactive = the rest, 99 in 100 with inhibition below about 76%;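 also: plate controls were DMSO cells for no effect and high antibiotic wells for full effect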
VEEV TC-83 Vero 10K pilot screen: also measured in VEEV TC-83 Vero; calls as there; inhibition, %; measured here: 10K pilot screen inhibition
Numbers without * were called inactive; i = inactive; ? = inconclusive; / = no result given; & = joins results of further samples.

SMILES	H37Rv inhibition	H1N1 NS1A inhibition	PhoP GFP inhibition	VEEV TC-83 Vero	M. tuberculosis	others
C=CCn1c(COc2ccc(CC)cc2)nnc1SCC(=O)NC1CCS(=O)(=O)C1 (stereo not drawn)	-5%	10%	1%	i	-10%
CCOC(=O)CN1CC23C=CC(O2)C(C(=O)NC2CCCCCC2)C3C1=O (stereo not drawn)	-2%	-2%	-4%	0.8%	2%
Cc1nc(Cc2nnc(SCc3nc(N)nc(Nc4ccccc4C)n3)o2)cs1	1%	2%	1%	7.6%	16%
Cc1cc(N2O[C@H]3C=C[C@@H]2C3)no1	/	-22%	/	0.7%	/
CC1CC(C)CN(C(=O)Nc2ccc(Br)cc2)C1 (stereo not drawn)	-4%	12%	-2%	i	78%
COCCn1c(-c2ccc(F)cc2)nc2oc3cc(OC)ccc3c(=O)c2c1=O	-8%	1%	-3%	5.2%	-18%
Cc1nc2c(C(=O)NCCC3=CCCCC3)c[nH]n2c(=O)c1Cl	-6%	2%	0%	2.8%	22%	VEEV TC-83 Vero 10K pilot screen=2.1
Cc1nnc2n(-c3ccccc3)c(=O)c3c4c(sc3n12)CC(C)CC4 (stereo not drawn)	-2%	-13%	1%	i	-8%
COc1ccc(NC(=O)CN2CCN(c3ccc(F)cc3)CC2)cc1	-6%	2%	-16%	0.8%	0%
O=C(Nc1ccccc1C(=O)Nc1ccc(Br)cn1)c1cccc([N+](=O)[O-])c1	16%	-4%	-1%	i	11%
CCO[C@H]1OC(C(=O)NCc2ccccc2)=C[C@@H](c2ccc3c(c2)OCO3)[C@@H]1CCCO	3%	0%	-16%	0.4%	23%
CN(C)c1c(F)cc(-c2nn[nH]n2)cc1F	-5%	-16%	-9%	i	3%
CC1CCc2sc(NC(=O)C3CC(Cl)=CCC3C(=O)O)c(C#N)c2C1 (stereo not drawn)	9%	/	-4%	1.9%	36%
Clc1ccc(C(c2ccccc2)N2CCNCC2)cc1 (stereo not drawn)	0%	8%	26%	i	44%
O=C1CN(c2nc(-c3ccccc3)c3cc(Br)ccc3n2)c2ccccc2N1	-12%	/	4%	/	-6%
O=C(Cc1cccc(C(F)(F)F)c1)NCC(c1ccco1)N1CCCCC1 (stereo not drawn)	0%	10%	-13%	2.5%	11%
CCOc1cc(CNC2CCCC2)cc(Cl)c1OCc1ccccc1	26%	13%	-5%	i	?
COc1ccc(NCC(=O)N/N=C/c2c(C)nn(Cc3ccccc3)c2Cl)cc1	?	5%	-9%	3.1%	68%
O=C(c1ccc(-c2cc(Cl)ccc2Cl)o1)N1CCOCC1	6%	12%	4%	i	7%
Cc1cccc(NC(=O)CN2CCN(C(=O)C3CCN(C(=O)/C=C/c4ccccc4)CC3)CC2)c1C	-4%	-3%	/	i	48%
O=C1CC(N2C(=O)/C(=C/C=C/c3ccccc3)SC2=S)C(=O)N1c1ccccc1 (stereo not drawn)	3%	7%	-7%	i	-3%
N#CC1=C(N)Oc2cc(N)ccc2C1c1cccnc1 (stereo not drawn)	5%	0%	-2%	0.6%	-6%
O=C(/C=C/c1ccc(Cl)cc1Cl)NC(=S)Nc1ccccn1	0%	5%	2%	8.1%	3%
CCCn1nc2cc(C(=O)NC3CCCc4ccccc43)ccc2c1OCC (stereo not drawn)	-5%	-2%	-5%	0.8%	13%
CC(=O)Nc1ccc(NC(=O)C(C)Sc2nnc(C3CC3)n2-c2ccccc2)cc1 (stereo not drawn)	-4%	1%	/	i	4%
Cc1nc(SCC(=O)NCCc2ccc(Cl)cc2)nc(C)c1C	10%	1%	-2%	0.1%	4%
Cc1ccc(S(=O)(=O)N(C)C)cc1NC(=O)c1cccs1	5%	/	8%	0.1%	6%
COc1ccc(OC)c(C2=Nn3c(nnc3C3CCCCC3)SC2)c1	-9%	8%	0%	4.5%	19%
O=C(O)c1cccc2c1C(=O)c1ccc(-c3ccc(OC(F)(F)F)cc3)cc1S2(=O)=O	-1%	16%	/	0.3%	-3%
COc1ccc(C2N(c3ccc(OC)cc3)C(=O)C3CCCN32)cc1 (stereo not drawn)	-2%	2%	-9%	1.5%	13%
O=C(CCl)NCc1c(Cl)cccc1-n1cccc1	?	0%	-3%	0.9%	70%
O=S(=O)(NCC(c1cccnc1)N1CCN(Cc2ccccc2)CC1)c1cc(F)ccc1F (stereo not drawn)	-4%	-1%	0%	7.3%	32%
CCOC(=O)N1CCN(S(=O)(=O)c2cccc3ccc(C)nc23)CC1	1%	1%	-4%	i	14%
COc1cccc(-c2cc(C(=O)Nc3cc(OC)c(OC)c(OC)c3)no2)c1	-2%	26%	4%	i	40%
Cc1cc(S(=O)(=O)n2cnc3cc([N+](=O)[O-])ccc32)ccc1Cl	3%	-2%	-1%	0.4%	-6%
O=C(CSc1nccc(=O)[nH]1)NC1CCCCCC1	-4%	2%	/	0.8%	-16%
COc1ccccc1-n1cnc2c(c1=O)c1nc3ccccc3nc1n2CCc1ccccc1	14%	5%	-13%	5.1%	-10%
COc1cc2c(cc1NC(=O)C(C)Sc1ccc(NC(C)=O)cc1)oc1ccccc12 (stereo not drawn)	-1%	0%	1%	8.1%	18%
Cc1cc(NC(=O)CCC(=O)N(CC(=O)NCC2CCCO2)c2ccc3c(c2)OCCO3)no1 (stereo not drawn)	2%	-1%	-14%	0.8%	-1%
CC(=O)c1c(C)[nH]c(C(=O)Nc2cccc(C)n2)c1C	0%	-6%	-6%	11%	11%
C[C@@H]1NC(=O)c2cc([N+](=O)[O-])cc(F)c2NCCC[C@@H](C(N)=O)NC(=O)[C@H](CC(N)=O)NC1=O	1%	-6%	-4%	0.2%	-10%	VEEV TC-83 Vero 10K pilot screen=0.2
Cc1ccc(-c2nc(SCC(=O)NCC3CCCO3)c(-c3ccccc3)[nH]2)cc1 (stereo not drawn)	8%	-1%	8%	8.2%	46%	VEEV TC-83 Vero 10K pilot screen=8.4
COc1ccccc1C1C(C(=O)c2sc(C)nc2C)=C(O)C(=O)N1CCN1CCOCC1 (stereo not drawn)	-2%	-6%	2%	1.4%	3%
CCN(CC)c1ccc(C(=O)NNC(=O)C2CSC3(C)CCC(=O)N23)cc1 (stereo not drawn)	-6%	1%	/	i	4%
O=C(CSc1nc2ccccc2[nH]1)NC1CCS(=O)(=O)C1 (stereo not drawn)	11%	1%	-2%	1.3%	1%
O=C(CN1C(=O)NC2(CCCC2)C1=O)NNC(=O)c1ccc(Br)cc1	-1%	10%	-5%	i	2%
CC(=O)c1ccc(N2CCN(C(=O)CCS(=O)(=O)c3ccc4c(c3)NC(=O)CS4)CC2)cc1	0%	-2%	-7%	0.9%	30%
CCN1CCCC1CNCC(=O)Nc1ccc(OC(F)(F)F)cc1 (stereo not drawn)	-3%	-2%	5%	0.1%	4%
CC(=O)Nc1ccc(NC(=O)C(C)OC(=O)c2ccc(C)s2)cc1 (stereo not drawn)	12%	-1%	1%	5.3%	8%
COc1ccc(NC(=O)CSc2nc3[nH]ncc3c(=O)[nH]2)cc1OC	40%	0%	3%	0.6%	25%
CC(CC(=O)N1CCN(C(=O)c2ccccc2)CC1)c1ccccc1 (stereo not drawn)	10%	3%	3%	0.5%	-1%
CCCCOc1ccc(Cl)cc1CSc1n[nH]c(C)n1	0%	-11%	2%	i	29%
CCC(C)NC(=O)Cn1c(=O)n(CCCCCC(=O)Nc2ccccc2)c(=O)c2sccc21 (stereo not drawn)	0%	32%	-5%	0.6%	0%
CC(C)(CO)NC(=O)C(c1ccccc1)c1ccccc1	1%	7%	-13%	i	7%
c1ccc(Cn2ncc3c(N4CCCCC4)ncnc32)cc1	-2%	-12%	0%	6.5%	20%	VEEV TC-83 Vero 10K pilot screen=6.2
CCCCC(=O)Nc1nc2c(s1)COc1ccccc1-2	-4%	28%	-8%	2.2%	42%
COc1cccc(C(=O)Nc2ccncc2)c1OC	-4%	10%	-7%	i	-20%
O=C(Nc1ccccc1C(F)(F)F)c1cc(S(=O)(=O)N2CCC3(CC2)OCCO3)ccc1F	-10%	-1%	-4%	1.9%	8%
CCOC(=O)[C@@H]1[C@H]2COc3ccc(Br)cc3[C@H]2N2C(=O)N(c3cccc(F)c3)C(=O)[C@]12C	3%	-6%	-6%	i	21%
O=C(c1ccc(COc2ccccc2Cl)o1)N1CCN(Cc2ccc3c(c2)OCO3)CC1	55%&25%	6%&7%	3%&-2%	5.1%&1.9%	1%&5%

Random excerpt: 4 entries already listed
SMILES	H37Rv inhibition	H1N1 NS1A inhibition	PhoP GFP inhibition	VEEV TC-83 Vero	M. tuberculosis	others
CC1CCc2sc(NC(=O)C3CC(Cl)=CCC3C(=O)O)c(C#N)c2C1 (stereo not drawn)	9%	/	-4%	1.9%	36%
O=C(Cc1cccc(C(F)(F)F)c1)NCC(c1ccco1)N1CCCCC1 (stereo not drawn)	0%	10%	-13%	2.5%	11%
O=C(CCl)NCc1c(Cl)cccc1-n1cccc1	?	0%	-3%	0.9%	70%
O=C(/C=C/c1ccc(Cl)cc1Cl)NC(=S)Nc1ccccn1	0%	5%	2%	8.1%	3%

Returning to the listing, repeating the 3 entries before the break.
SMILES	H37Rv inhibition	H1N1 NS1A inhibition	PhoP GFP inhibition	VEEV TC-83 Vero	M. tuberculosis	others
O=C(Nc1ccccc1C(F)(F)F)c1cc(S(=O)(=O)N2CCC3(CC2)OCCO3)ccc1F	-10%	-1%	-4%	1.9%	8%
CCOC(=O)[C@@H]1[C@H]2COc3ccc(Br)cc3[C@H]2N2C(=O)N(c3cccc(F)c3)C(=O)[C@]12C	3%	-6%	-6%	i	21%
O=C(c1ccc(COc2ccccc2Cl)o1)N1CCN(Cc2ccc3c(c2)OCO3)CC1	55%&25%	6%&7%	3%&-2%	5.1%&1.9%	1%&5%
COc1ccc(C(C(=O)NC2CCCCC2)N(Cc2ccco2)C(=O)c2snc(C(N)=O)c2N)cc1 (stereo not drawn)	/	-1%	/	7.7%	/
COc1ccc(O)c(/C=N/NC(=S)Nc2cccc(S(=O)(=O)N(C)C)c2)c1	-5%	9µM*	-2%	9.2%	54%
Cc1c(Cl)c(C(F)(F)F)nn1CC(=O)NCc1ccco1	-1%	-11%	-2%	1.1%	5%
Cc1nn(-c2ccccc2)c(Cl)c1C(=O)NCCN(C)C	11%	0%	-2%	0.7%	-4%
COc1ccc(NCc2nnc(SCC#N)n2-c2ccccc2OC)cc1	-7%	5%	0%	3.0%	12%
CCN(CC)C(=O)[C@H]1CC(CC(=O)NCc2ccco2)C(=O)N2CCc3c([nH]c4ccccc34)[C@]12C (stereo partly drawn)	7%	8%	/	i	9%
C=CCC[C@@H](Cc1ccc(F)cc1)C(=O)OC[C@H](Cc1c[nH]c2ccccc12)NC(=O)[C@H](CC=C)CC(=O)N(CCO)Cc1ccccc1	-4%	-4%	/	3.3%	9%
O=C(COC(=O)CNC(=O)C1CCCCC1)Nc1ccccc1OC(F)F	6%	-15%	/	i	25%
CC(C)(NS(=O)(=O)OCC(Cl)(Cl)Cl)c1ccccc1	60%	-6%	-7%	i	?
O=C1C[C@H](c2ccc(O)cc2)Oc2cc(O[C@@H]3O[C@H](CO)[C@@H](O)[C@H](O)[C@H]3O)cc(O[C@@H]3O[C@H](CO)[C@@H](O)[C@H](O)[C@H]3O)c21	1%	6%	/	2.0%	4%
NC1=NC[C@H](c2ccccc2)N1CCc1cc(C(F)(F)F)cc(C(F)(F)F)c1	?	-6%	75µM*	i	?
Cc1cc(C)n2c(SCCN3C(=O)c4ccccc4C3=O)nnc2n1	-5%	1%	10%	i	-28%
CCCCN1CCCC1CNC(=O)c1cc(C#N)c2ccccc2c1OC (stereo not drawn)	8%	/	13%	/	49%
Cc1cc(NC(=O)CSc2nnc(NC(=O)C3CC(=O)N(c4ccccc4)C3)s2)no1 (stereo not drawn)	-8%	-2%	-1%	0.5%	-9%
CC1(c2ccc(Cl)cc2Cl)OCC(Cn2cncn2)O1 (stereo not drawn)	-6%	-3%	1%	2.1%	-5%
Cc1sc(NC(=O)c2oc3ccccc3c2C)c(C#N)c1C	-5%	3%	1%	1.6%	/
Cc1ccc(Cl)c2c1NC(=O)C2(O)CC(=O)c1ccccc1O (stereo not drawn)	2%	2%	0%	3.1%	-1%
Cc1cc(C)n(-c2nc(SCCN3CCOCC3)c3c4c(sc3n2)CCCC4)n1	/	-8%	/	3.6%	/
Cn1nc([N+](=O)[O-])nc1Oc1ccccc1F	4%	1%	5%	i	-1%
NS(=O)(=O)c1ccc(CCNC(=O)Cc2ccccc2[N+](=O)[O-])cc1	/	-6%	/	2.5%	/
CCc1ccc(C(=O)NCc2ccc(Cl)cc2Cl)cc1	2%	6%	4%	i	58%
